KCNK3 block – human KCNK3 channel inhibition, primary screen. CHO-KCNK3 thallium flux, FluxOR fluorescence; stronger effect = lower value. B-score at 10 µM. O14649. 340,000 tested, 0.84% active;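 active = B-score under library mean minus 4 SD, starting fluorescence ratio at most library mean plus 5 SD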;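 note: more negative B-score means stronger inhibition of thallium flux through KCNK3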
KCNQ1 block – inhibitors of human KCNQ1 potassium channel; P51787; CHO-K1 KCNQ1, FluxOR thallium flux fluorescence; stronger effect = higher value; B-score at 10 µM; 310,000 tested, 1.3% active; AID 2642;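 active = compounds whose thallium flux B-score, printed positive for inhibition, exceeds three library SD while starting fluorescence stays within three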;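 note: channel opened by potassium depolarization with thallium stimulus after 20 min compound exposure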
Target sequence (P51787 whole entry, looked up): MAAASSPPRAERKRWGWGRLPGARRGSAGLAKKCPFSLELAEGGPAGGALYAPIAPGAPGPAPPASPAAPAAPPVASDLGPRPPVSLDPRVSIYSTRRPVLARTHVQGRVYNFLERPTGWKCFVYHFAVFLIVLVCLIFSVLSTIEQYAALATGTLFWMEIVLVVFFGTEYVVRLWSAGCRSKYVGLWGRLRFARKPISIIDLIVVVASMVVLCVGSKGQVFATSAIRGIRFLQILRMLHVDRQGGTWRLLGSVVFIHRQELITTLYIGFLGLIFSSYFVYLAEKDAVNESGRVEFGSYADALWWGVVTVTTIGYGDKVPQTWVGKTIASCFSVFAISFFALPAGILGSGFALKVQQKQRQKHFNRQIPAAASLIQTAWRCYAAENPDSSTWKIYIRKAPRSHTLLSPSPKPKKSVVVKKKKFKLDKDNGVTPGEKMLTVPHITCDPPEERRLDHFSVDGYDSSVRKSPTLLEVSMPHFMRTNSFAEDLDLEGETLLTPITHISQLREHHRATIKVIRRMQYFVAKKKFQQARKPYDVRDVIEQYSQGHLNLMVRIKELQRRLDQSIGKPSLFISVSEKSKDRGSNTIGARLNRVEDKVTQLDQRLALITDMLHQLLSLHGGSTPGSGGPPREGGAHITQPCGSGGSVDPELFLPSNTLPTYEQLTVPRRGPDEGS
KCNK9 block – blocks the human KCNK9 two-pore domain potassium channel; 310,000 tested, 1.2% active; B-score at 10 µM; HEK293 KCNK9, FluxOR thallium flux fluorescence; stronger effect = lower value;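 active = ratio B-score over 3 SD below the library mean, with starting fluorescence within 5 SD of its mean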;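 note: negative B-score means less thallium flux so channel inhibition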
Target sequence (Q9NPC2 whole entry, looked up, the tested form may be a part): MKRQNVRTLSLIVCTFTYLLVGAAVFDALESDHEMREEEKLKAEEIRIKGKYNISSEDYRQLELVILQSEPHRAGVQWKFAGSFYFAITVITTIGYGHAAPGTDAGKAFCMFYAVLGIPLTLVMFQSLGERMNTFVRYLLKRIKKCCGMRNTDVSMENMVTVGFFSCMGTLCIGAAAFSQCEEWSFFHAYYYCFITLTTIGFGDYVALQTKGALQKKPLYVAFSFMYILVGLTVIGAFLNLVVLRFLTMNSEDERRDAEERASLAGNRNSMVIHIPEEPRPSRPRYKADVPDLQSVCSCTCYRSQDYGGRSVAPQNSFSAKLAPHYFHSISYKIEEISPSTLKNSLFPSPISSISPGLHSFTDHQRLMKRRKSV
hERG protect – hERG (human) protection from proarrhythmic block; Q12809; CHO-hERG, FluxOR thallium flux, dofetilide IC70 present; activation (rescue from dofetilide block), less the hit threshold, % at 10 µM; AID 1511; 310,000 tested, 0.51% active;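 active = activation above the mean of controls blocked by dofetilide plus 5 SD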;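 note: thallium influx through hERG after potassium depolarization seen as dye fluorescence rise; in these data hits start at about 4.7%; inactives centre near -7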
ANO1 activ – activators or potentiators of mouse TMEM16A chloride channel; HEK293 TMEM16A/YFP-H148Q/I152L, iodide quench fluorescence; stronger effect = lower value; 340,000 tested, 0.3% active; Q8BHY3; B-score at 10 µM;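 active = fluorescence-ratio B-score plate-corrected deviation score at least 3 library SD below zero, with starting fluorescence score within 5 deviations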;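 note: channel opened by trigger with iodide after compound preincubation; score built on the fluorescence ratio of max minus min over baseline; more negative score means more quench and so TMEM16A activation or potentiation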
MrgX1 ag – agonists of human MrgX1 receptor | B-score at 10 µM | 310,000 tested, 0.44% active | AID 588627 | MrgX1-HEK293 cells, Fluo-4 calcium fluorescence, agonist mode; stronger effect = higher value;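 active = calcium response B-score plate-corrected fluorescence ratio at least 3 library SD, with starting fluorescence B-score inside 5 SD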
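Material – MrgX1-expressing HEK293 cells · Input – 15,000 cells seeded per well · Dosing – compound as first of three additions · Times – overnight seeding, then 1 h dark dye loading · Measured by – kinetic Fluo-4 NW fluorescence of intracellular calcium · Read-out – B-scored fluorescence response ratio · Benchmarks – positive and negative control wells on each plate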
MrgX1 allo act – allosterically activates human MrgX1 receptor signaling; MrgX1-HEK293, Fluo-4 calcium flux, FDSS; stronger effect = higher value; B-score at 10 µM; 310,000 tested, 0.63% active;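 active = plate-corrected calcium response at least 3 library SD above typical, normal starting fluorescence, not activating the receptor alone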;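 note: compound read alongside a low EC10 to EC30 dose of BAM8-22 agonist; peak minus trough fluorescence over baseline measured at the second addition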
RGS4 act – potentiators or activators of RGS4; 310,000 tested, 0.92% active; AID 463111; HEK293 M3R/inducible RGS4, carbachol calcium flux Fluo4; stronger effect = lower value; B-score at 10 µM;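 active = B-score of the integrated calcium signal more than 4 SD below the library mean, with starting fluorescence not abnormally high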;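 note: negative B-score means reduced calcium response which marks RGS4 activation or potentiation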
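Also added: carbachol at ECmax as muscarinic agonist stimulus; Assay system: HEK293 cells with stable M3R and inducible RGS4; Timing: overnight RGS4 induction, 30 min dye load 37 °C, 20 min compound RT; Measured by: Fluo4-AM (2 µM) calcium-flux fluorescence, kinetic read.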
TMEM16A inh – inhibitors of mouse TMEM16A calcium-activated chloride channel; Q8BHY3; HEK293 TMEM16A/YFP iodide influx fluorescence, ionomycin; normalized B-score (activity score, 25-100; higher = stronger inhibition) at 10 µM; 310,000 tested, 1.2% active;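 active = ratio plate-corrected score three or more library SD toward inhibition, starting fluorescence score within five deviations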;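 note: score derived from kinetic fluorescence span divided by baseline fluorescence per well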
KCNQ1 act – human KCNQ1 channel potentiation or activation; P51787; CHO-K1 KCNQ1, thallium flux FluxOR fluorescence; stronger effect = higher value; B-score at 10 µM; 310,000 tested, 0.35% active;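 active = fluorescence ratio B-score, a plate-corrected score, at least three library SD, with initial intensity B-score within 5 SD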
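Assay system: CHO-K1 cells stably expressing KCNQ1. Medium: assay buffer for compound exposure, DMSO matched across wells. Timing: 37 °C overnight plating, 90-min dark dye load, 20-min compound pretreatment. Signal: kinetic FluxOR fluorescence, 10 s baseline plus 110 s post-stimulus.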
RGS4 block – inhibitors of human RGS4. P49798. HEK293 M3R/RGS4 inducible, Fluo-4 calcium flux; stronger effect = higher value; triggered by carbachol at its EC20. B-score at 10 µM. 310,000 tested, 0.45% active. AID 463165;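 active = B-score, a plate-corrected calcium signal, over three deviations above library mean, with baseline fluorescence within five deviations of library mean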;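 note: RGS4 expression induced by doxycycline in cells with stable M3 receptor; B-score is computed from the integrated fluorescence ratio over baseline after carbachol; higher B-score means a larger calcium signal and so more RGS4 inhibition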
The depositor's hits bear a star; i = inactive; . = not tested or not shown.

Values run as follows: KCNK3 block, KCNQ1 block, KCNK9 block, hERG protect, ANO1 activ, MrgX1 ag, MrgX1 allo act, RGS4 act, TMEM16A inh, KCNQ1 act, RGS4 block
C/C(=N\NC(=O)CC1N=C(Cc2ccccc2)NNC1=O)c1ccncc1 (centres undefined)
    i, i, i, -5.9, i, i, i, i, i, i, i
CN(Cc1ccccc1)S(=O)(=O)c1ccc(Cl)c(C(=O)O)c1
    i, i, i, -12.1, i, i, i, i, i, i, i
CCOc1ccc(/C(O)=C2/C(=O)C(=O)N(CC3CCCO3)C2c2ccc(C)o2)cc1 (centres undefined)
    i, i, i, -6.0, i, i, i, i, i, i, i
COc1cc(C(=O)N(Cc2ccc(N(C)C)cc2)C2CCS(=O)(=O)C2)cc(OC)c1OC (centres undefined)
    i, i, i, -10.2, i, i, i, i, i, i, i
O=C(NCc1cccc(C(F)(F)F)c1)c1ccc2c(c1)OCO2
    i, i, i, -6.4, i, ., ., i, ., i, i
CCN(CC)CCNc1nc2c(c(=O)n(C)c(=O)n2C)n1C/C=C(/C)Cl
    i, i, i, -0.5, i, i, i, i, i, i, i
O=C(CN1C(=O)S/C(=C\c2ccccc2)C1=O)NNC(=O)c1ccccc1O
    i, i, i, -8.2, i, i, i, i, i, i, i
Cc1nc(SCC(=O)NCC(F)(F)F)c2c(-c3cccs3)csc2n1
    i, i, i, -9.9, i, i, i, i, i, i, i
COc1ccc(CCNCc2ccccc2N2CCCC2)cc1
    i, i, i, -6.0, i, i, i, i, i, i, i
Cc1ccc2c(ccc(=S)n2C)c1
    i, i, i, -8.0, i, i, i, i, i, i, i
O=C(Nc1cc(S(=O)(=O)N2CCOCC2)ccc1N1CCOCC1)c1cc(=O)[nH]c2ccccc12
    i, i, i, -4.8, i, i, i, i, i, i, i
CCCNC1=C(C)C(=O)CC1
    i, i, i, -4.2, i, i, i, i, i, i, i
O=C(/C=C/c1ccc(F)cc1)NCCCN1CCN(CCCNC(=O)/C=C/c2ccc(F)cc2)CC1
    i, i, i, -11.2, i, i, i, i, i, i, i
C/C(CC(=O)NCc1ccccc1Cl)=N/NC(=O)c1ccccn1
    i, i, i, -1.2, i, i, i, i, i, i, i
Cc1ccc(-c2nnc(SCC(=O)N3CCCC3)o2)cc1
    i, i, i, -2.4, i, i, i, i, i, i, i
CCN(CC)C(=O)CSc1nc2c(sc(=S)n2-c2ccc(C)cc2C)c(=O)[nH]1
    i, i, i, -8.1, ., i, i, i, i, i, i
CCOC(=O)c1ccc(N2C(=O)CC(N3CCN(C(=O)c4ccco4)CC3)C2=O)cc1 (centres undefined)
    i, i, i, -8.5, ., i, i, i, i, i, i
COc1ccccc1CNC(=O)CCC(=O)Nc1nnc(C)s1
    i, i, i, -3.1, i, i, i, i, i, i, i
CC/C(=N\NC(=O)c1ccc(-c2ccccc2)cc1)C12CC3CC(CC(C3)C1)C2
    i, i, i, -4.8, i, i, i, i, i, i, i
C[N+]1(CC#CC(O)(c2ccccc2)c2ccccc2)CCCC1
    i, i, i, -6.7, i, i, i, -8.45*, i, i, i
CCN(CC)C1=CC(=[N+]2CCCC2)CC(C)(C)C1
    i, i, i, -10.5, i, i, i, i, i, i, i
CC(C)c1nnc(NC(=O)CCC(=O)N2CCN(c3ccc(Cl)cc3)CC2)s1
    i, i, i, -8.4, i, i, i, i, i, i, i
O=S(=O)(Nc1ccccc1F)c1ccc2nsnc2c1
    i, i, i, -7.9, i, i, i, i, i, i, i
Cc1ccc(-n2c(C)cc(C(=S)N3CCOCC3)c2C)cc1C
    i, i, i, -11.7, i, i, i, i, i, i, i
CCOc1ccc(N(CC(=O)Nc2ccccc2C(=O)NCc2ccco2)S(C)(=O)=O)cc1
    i, i, i, -10.4, i, i, i, i, i, i, i
COc1cc(-c2cc(C(=O)NCCc3ccc(S(N)(=O)=O)cc3)c3ccccc3n2)cc(OC)c1OC
    i, i, i, -8.3, i, i, i, i, i, i, i
CN1CCN(c2ccc(CNC(=O)c3ccco3)cc2)CC1
    i, i, i, -10.7, i, i, i, i, i, i, i
COc1cc(C(=O)NC2CCCc3ccccc32)cc(OC)c1OC (centres undefined)
    i, i, i, -4.7, i, i, i, i, i, i, i
CN1CCC(=NNC(=O)CN(c2cccc(Cl)c2)S(C)(=O)=O)CC1
    i, i, i, -1.4, i, i, i, i, i, i, i
C=Cn1cc[n+](CC(=O)c2ccc(Br)cc2)c1
    i, i, i, -1.7, i, i, i, i, i, i, i
CCOc1ccc(/C=N\NC(=O)c2c(C)nc3cc(C)ccn23)cc1
    i, i, i, -2.8, i, i, i, i, i, i, i
CCC(CC)C(=O)c1c[nH]c(C(=O)OC)c1
    i, i, i, -7.3, i, i, i, i, i, i, i
O=C(Cn1c(=O)c2c(ncn2Cc2ccccc2)n(Cc2ccccc2)c1=O)N1CCCC1
    i, i, i, -9.4, i, i, i, i, i, i, i
N#C/C(=C\Nc1ccc(F)c(Cl)c1)S(=O)(=O)c1ccccn1
    i, i, i, -9.2, i, i, i, i, i, i, i
COc1cc(C(=O)NCCNC(=O)c2ccc(C)nc2)cc(OC)c1OC
    i, i, i, -5.8, i, i, i, i, i, i, i
O=C(NCC(c1cccnc1)N1CCN(c2ccc(F)cc2)CC1)C1CCCCC1 (centres undefined)
    i, i, i, -6.7, i, i, i, i, i, i, i
Cc1ccccc1C(=O)NC1CCN(Cc2nnnn2Cc2ccccc2)CC1
    i, i, i, -6.9, i, i, i, i, i, i, i
Cc1ccc(-n2c(Cc3cccs3)nnc2SCC(N)=O)cc1
    i, i, i, -4.7, i, i, i, i, i, i, i
Cc1ccccc1-n1cc(CNC(=O)C2CCC(=O)N(C3CC3)C2)cn1 (centres undefined)
    i, i, i, -5.7, i, i, i, i, i, i, i
CC(=O)c1cccc(NC(=O)c2cc(=O)c3ccccc3o2)c1
    i, i, i, -1.1, i, i, i, i, i, i, i
COCCNC(=O)C(=O)NCC1OCCN1S(=O)(=O)c1cc(F)ccc1F (centres undefined)
    i, i, i, -12.7, i, i, i, i, i, i, i
O=C(CCNC(=O)c1ccco1)Nc1ccc(OC(F)F)c(Cl)c1
    i, i, i, -8.1, i, i, i, i, i, i, i
Cc1cc(C(C)(C)C)cc(C)c1C(=O)O
    i, i, i, -7.2, i, i, i, i, i, i, i
CCC(=O)Nc1cc(-c2nn(C)c(=O)c3ccccc23)ccc1N1CCOCC1
    i, i, i, -2.7, i, i, i, i, i, i, i
Cc1cnn(C(=S)NCc2ccc(Cl)cc2)c1
    ., i, i, -9.8, ., i, i, i, i, i, i
Cc1cccc2nc(CSc3ccc(Cl)cc3)cn12
    i, i, i, -6.8, i, i, i, i, i, i, i
CCOC(=O)C1(C)C=C(Nc2cccc(OC)c2)C(=O)N1c1ccccc1 (centres undefined)
    i, i, i, -7.7, i, i, i, i, i, i, i
Cc1ccoc1C(=O)N1CCN(C(=O)c2occc2C)CC1
    i, i, i, -7.7, i, i, i, i, i, i, i
COc1ccc(C2=NN(C(=O)CSc3nnc(C)c(=O)n3N)C(c3ccco3)C2)cc1 (centres undefined)
    i, i, i, -6.8, i, i, i, i, i, i, i
CCOc1ccc(NC(=O)C2Cc3ccccc3CN2S(=O)(=O)CC)cc1 (centres undefined)
    i, i, i, -10.4, i, i, i, i, i, i, i
CCC12CN3CC(CC)(CN(C1)C3c1ccc([N+](=O)[O-])o1)C2=O (centres undefined)
    i, i, i, -12.1, i, i, i, i, i, i, i
Cc1ccc(-c2nn(-c3ccccc3)cc2/C=C2\SC(=S)N(CC(=O)O)C2=O)cc1
    i, i, i, -11.2, i, i, i, i, i, i, i
COc1ccc(C(=O)Nc2sc3c(c2C(=O)O)CC(C)(C)OC3)cc1
    i, i, i, -6.5, i, i, i, i, i, i, i
Cc1ccc(SCc2ccc(C(=O)Nc3cccc([N+](=O)[O-])c3)cc2)cc1
    i, i, i, 1.9, i, i, i, i, i, i, i
Cc1ccc2c(C)c(C(=O)NCc3ccc(S(N)(=O)=O)cc3)oc2c1C
    i, i, i, -13.5, i, i, i, i, i, i, i
COc1cccc(-n2c(SCC(=O)NCc3ccco3)nnc2-c2c[nH]c3ccccc23)c1
    i, i, i, -10.3, i, i, i, i, i, i, i
O=C(O)CSc1ccc2ccccc2n1
    i, i, i, -1.1, i, i, i, i, i, i, i
CC1(C)NC(=O)N(CCCCSc2ccc(Cl)cc2)C1=O
    i, i, i, -15.0, i, i, i, i, i, i, i
O=C(COC(=O)C1COc2ccccc2O1)Nc1ccc2c(c1)CCC2 (centres undefined)
    i, i, i, -7.9, i, i, i, i, i, i, i
COCCCN1CC(=O)N2Cc3[nH]c4ccccc4c3C[C@H]2C1=O
    i, i, i, -3.1, i, i, i, i, i, i, i

(continued)
Values run as follows: KCNK3 block, KCNQ1 block, KCNK9 block, hERG protect, ANO1 activ, MrgX1 ag, MrgX1 allo act, RGS4 act, TMEM16A inh, KCNQ1 act, RGS4 block
CCC(C)Nc1nc(OC)nc(N(C)C#N)n1 (centres undefined)
    i, i, i, -7.7, i, i, i, i, i, i, i
Cc1cc(C)cc(NC(=O)Cn2cnc3c(nnn3Cc3ccc(F)cc3)c2=O)c1
    i, i, i, -7.2, i, i, i, i, i, i, i
COc1cccc(C(=O)Nc2cccnc2)c1OC
    i, i, i, -15.8, i, i, i, i, i, i, i
COC(=O)[C@@H]1C2CCC(C(=O)Nc3ccccc3)(CC2)[C@@H]1C(=O)OC
    i, i, i, -7.0, i, i, i, i, i, i, i
O=C(CCCNS(=O)(=O)c1cccc2nsnc12)NCc1ccc(F)cc1
    i, i, i, -10.2, i, i, i, i, i, i, i
NC(=O)c1ccc(NC(=O)CCC(=O)c2cccs2)cc1
    i, i, i, -8.1, i, i, i, i, i, i, i
COc1ccc(S(=O)(=O)N(C)CC(=O)NCc2ccco2)cc1Cl
    i, i, i, -7.8, i, i, i, i, i, i, i
Cc1cccc(C)c1OCC(=O)OCC(=O)c1ccc2c(c1)NC(=O)CO2
    i, i, i, -6.4, i, i, i, i, i, i, i
CC(CN1CCCCC1)OC(=O)C(C)(c1ccccc1)c1ccccc1 (centres undefined)
    i, i, i, -8.9, i, i, i, -7.87*, i, i, i
